Compound activity from PubChem BioAssay.
NPC1 promoter act = qHTS Assay for NPC1 Promoter Activators; Potency, µM (titrated, usually from 9.22 µM), without a hit: top-dose activation, actives largely listed as activators; actives 2.4% (n = 320,000); AID 485313, 2010; Huh7 NPC1 promoter luciferase reporter, 24 h;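 further: potency means the concentration at half of the fitted maximal effect; % of control where 0% means no effect; nearly all actives have a fitted effect of over 60% in size; reporter is driven by a mutant NPC1 promoter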
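Huh7 reporter cells (NPC1 promoter driving luciferase) are dosed with compound for 24 h at 37 °C, 5% CO2; luciferase detection reagent is then added and luminescence measured after 10 min at ambient temperature.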
ELG1 repair inh = qHTS screen for small molecules that inhibit ELG1-dependent DNA repair in human embryonic kidney (HEK293T) cells expressing luciferase-tagged ELG1. HEK293T ELG1-luciferase reporter, luminescence, 16 h; DNA damage induced by 5-fluorouridine. Potency, µM (highest dose often 46.1 µM), for the others: at the highest dose activity change, negative = inhibition, most hits filed as inhibitors. actives 2.3% (n = 330,000). AID 504467, 2011; further: potency means the concentration at half of the fitted maximal effect; on the % scale 0 is the no-effect control and ±100 the full control effect; nearly all actives have a fitted effect of over 55% in size
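Quantitative HTS, concentration-response format. 2,000 cells/well co-treated with 5-fluorouridine and compound, 16 hr in 5% CO2 at 37 °C; ONE-Glo luminescence read after 30 min.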
RORg inh = qHTS for inhibitors of ROR gamma transcriptional activity | Nuclear receptor ROR-gamma (Mus musculus), P51450 | Drosophila S2 Gal4-RORgamma UAS-luciferase reporter, 20 h | Potency, µM (doses to about 53.6 µM), for the others: top-dose activity change, negative = inhibition, usual class: inhibitors | actives 5.4% (n = 310,000) | AID 2551, 2010; further: potency means the concentration at half of the fitted maximal effect; on the % scale 0 is the no-effect control and ±100 the full control effect; nearly all actives have a fitted effect of over 60% in size
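Read-out: Photinus luciferase luminescence; inhibitors lower reporter signal. Insect Schneider cells with Gal4-ROR gamma fusion under metallothionein promoter, UAS reporter; 700 uM final copper sulfate induction, 20 hr, ambient temperature.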
Rab9 prom act = qHTS Assay for Rab9 Promoter Activators; Huh7 Rab9 promoter-luciferase reporter, luminescence, 24 h; Potency, µM (highest dose often 9.22 µM), for the others: at the top dose activation, negative = inhibition, usual class: activators; actives 2.8% (n = 320,000); further: potency means the concentration at half of the fitted maximal effect; % of control where 0% means no effect; nearly all actives have a fitted effect of over 60% in size
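Huh7 cells stably carrying Rab9 promoter–luciferase reporter, plated 1500 cells/well, compound added after 2 h and incubated 24 h at 37 °C; luciferase luminescence then read after 10 min with detection reagent.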
p53 reactivation = qHTS assay for re-activators of p53 using a Luc reporter; H1299 p53-A138V BP100-luciferase reporter, luminescence, 24 h; Potency, µM (highest dose often 92.2 µM), without a hit: at the top dose activity change, positive = activation, actives largely listed as activators; actives 0.063% (n = 320,000); AID 504706, 2011; further: potency means the concentration at half of the fitted maximal effect; % of control where 0% means no effect; nearly all actives have a fitted effect of over 45% in size
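H1299 (p53-null), stable ts p53-A138V + BP100-Luc; 1000 cells/well, Opti-MEM/10% FBS; cpd 4 pt, 1:5; 24 h, 37 deg C, 5% CO2; detection reagent 10 min RT; luminescence.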
BRCA1 expr up = qHTS Assay to Identify Small Molecule Activators of BRCA1 Expression; actives 1.1% (n = 380,000); MCF7-BRCA1-FFLuc reporter, luminescence, 48 h; response scale: scaled: vehicle 0%, 10 µM genistein 100%; AID 624202, 2012; Potency, µM (series often up to 46.1 µM), for inactives: top-dose activation, usual class: activators; further: potency means the concentration at half of the fitted maximal effect; nearly all actives have a fitted effect of over 80% in size; some results filed as inactive show a strong effect at the top dose
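Luminescence from a BRCA1-driven firefly luciferase in MCF7 cells was the read-out, taken 15 min after substrate addition following 48 h compound exposure at 37 °C. Data were normalized to a 10 microM genistein control and DMSO vehicle.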
ELG1 genotox = qHTS screen for small molecules that induce genotoxicity in human embryonic kidney (HEK293T) cells expressing luciferase-tagged ELG1; HEK293T ELG1-luciferase reporter, luminescence, 16 h; Potency, µM (doses to about 46 µM), for inactives: at the top dose activity change, positive = activation, most hits filed as activators; actives 1.3% (n = 330,000); AID 504466, 2011; further: potency means the concentration at half of the fitted maximal effect; % of control where 0% means no effect; nearly all actives have a fitted effect of over 60% in size
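After overnight (16 hr) compound treatment at 37 °C, ELG1-luciferase HEK293T cells were lysed with ONE-Glo; luminescence quantified 30 min later at room temperature.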
TRPV1 ag = HTS Assay for Compounds that Act as Agonists of the Vanilloid Receptor 1; Transient receptor potential cation channel subfamily V member 1 (Homo sapiens), Q8NER1; TRPV1-expressing cells, Fluo-8 calcium influx, agonist mode; activation, % at 8.33 µM; actives 0.19% (n = 320,000); AID 540275, 2011; in the data active means activation above about 80%; inconclusive means between about 30% and that limit; further: 0% is about no effect
Target sequence (Q8NER1 whole entry, looked up): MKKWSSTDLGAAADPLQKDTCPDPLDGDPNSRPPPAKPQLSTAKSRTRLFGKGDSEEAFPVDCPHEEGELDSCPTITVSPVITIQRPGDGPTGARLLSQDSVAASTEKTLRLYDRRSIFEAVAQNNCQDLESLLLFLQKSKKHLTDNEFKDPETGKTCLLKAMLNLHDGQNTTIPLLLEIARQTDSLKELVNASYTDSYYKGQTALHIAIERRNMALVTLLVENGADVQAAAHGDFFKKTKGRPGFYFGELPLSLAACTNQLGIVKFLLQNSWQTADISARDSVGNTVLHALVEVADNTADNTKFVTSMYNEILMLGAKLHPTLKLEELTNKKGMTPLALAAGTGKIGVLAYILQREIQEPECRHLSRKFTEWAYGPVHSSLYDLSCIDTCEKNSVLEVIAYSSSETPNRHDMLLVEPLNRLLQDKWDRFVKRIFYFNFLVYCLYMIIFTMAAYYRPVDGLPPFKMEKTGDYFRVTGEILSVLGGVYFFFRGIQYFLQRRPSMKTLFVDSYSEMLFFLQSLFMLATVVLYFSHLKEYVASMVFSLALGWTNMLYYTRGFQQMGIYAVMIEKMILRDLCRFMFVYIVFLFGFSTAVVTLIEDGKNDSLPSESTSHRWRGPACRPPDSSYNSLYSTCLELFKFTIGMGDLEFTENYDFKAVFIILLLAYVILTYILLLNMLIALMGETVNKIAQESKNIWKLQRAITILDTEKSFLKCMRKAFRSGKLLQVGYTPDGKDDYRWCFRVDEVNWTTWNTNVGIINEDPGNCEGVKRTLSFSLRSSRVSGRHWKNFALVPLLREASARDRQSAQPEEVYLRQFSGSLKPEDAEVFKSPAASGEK
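Cells expressing TRPV1 were dye-loaded with Fluo-8 and read kinetically: 10 s baseline, 3 min after compound (agonist portion), then 2 min after EC20 capsaicin (allosteric enhancer portion). Calcium-bound dye fluorescence at 480/520 nm.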
FLuc counter = qHTS profiling assay for firefly luciferase inhibitor/activator using purifed enzyme and Km concentrations of substrates (counterscreen for miR-21 project); AID 588342, 2011; purified FLuc, Km substrates, luminescence inhibition; actives 6.9% (n = 360,000); Potency, µM (series often up to 57.5 µM), inactives show at the highest dose activity change, negative = inhibition, most hits filed as inhibitors;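 further: potency means the concentration at half of the fitted maximal effect; plate controls were vehicle for no effect and reference inhibitor for full effect; nearly all actives have a fitted effect of over 55% in size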
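Purified P. pyralis luciferase (10nM final) with 10uM D-luciferin and 10uM ATP (Km levels) in 50mM Tris acetate pH 7.5, 10mM Mg acetate, 0.01% Tween-20, 0.05% BSA; qHTS 6-point titration, ~60 µM downward; luminescence read.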
Gal4-VP16 FLuc = VP16 counterscreen qHTS for inhibitors of ROR gamma transcriptional activity; actives 3.5% (n = 310,000); AID 2546, 2010; Potency, µM (doses to about 53.6 µM), without a hit: top-dose activity, negative = inhibition, most hits filed as inhibitors; Drosophila S2 Gal4-VP16 UAS-luciferase, luminescence, 20 h;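 further: Gal4-VP16 expression switched on by copper sulfate through the metallothionein promoter; potency means the concentration at half of the fitted maximal effect; on the % scale 0 is the no-effect control and ±100 the full control effect; nearly all actives have a fitted effect of over 50% in size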
Tb PFK block = qHTS Assay to Find Inhibitors of T. brucei phosphofructokinase. T. brucei PFK, ADP-Glo luminescence. Potency, µM (doses to about 57.5 µM), for inactives: at the top dose activity, negative = inhibition, most hits filed as inhibitors. actives 0.17% (n = 330,000). AID 485367, 2010;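 further: potency means the concentration at half of the fitted maximal effect; 0% = uninhibited 1x PFK enzyme wells and -100% = no-enzyme wells; nearly all actives have a fitted effect of over 60% in size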
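Luminescent ADP detection (ADP-Glo, two-step: ATP depletion then ADP-to-ATP conversion for luciferase) reported PFK activity after 45 min room-temperature reaction of 1.25 nM enzyme with 0.5 mM F6P and 0.1 mM ATP at pH 8.0.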
Numbers without * were called inactive; ? = inconclusive; nt = not tested or not shown; [ ] = dose if it differs, or a comment. Unless noted, the call rests on the fitted dose curve; in most records, active means well fitted curve in the direction sought with a large enough effect; inconclusive means small, poorly fitted or top-dose-only effect, or another doubt; inactive means no such curve, though single readings can be large; an effect the other way counts as inactive or inconclusive.

Each structure is followed by: NPC1 promoter act	ELG1 repair inh	RORg inh	Rab9 prom act	p53 reactivation	BRCA1 expr up	ELG1 genotox	TRPV1 ag	FLuc counter	Gal4-VP16 FLuc	Tb PFK block
> COC(=O)c1ccccc1S(=O)(=O)N1CCC(C(=O)OC(C)C(=O)Nc2ccccc2OC)CC1 (centres undefined)
  5%	?	nt	0%	-10%	0%	2%	5	-1%	nt	3%
> N[C@H](CSCc1ccccc1)C(=O)Nc1ccc([N+](=O)[O-])cc1
  -4%	7%	33%	4%	-4%	-22%	4%	?	5%	-3%	0%
> O=C(NNC(=O)c1ccccc1F)c1ccc(-c2ccc(Cl)cc2)o1
  -1%	-3%	nt	-1%	-8%	-1%	1%	4	?	nt	2%
> COc1ccc(C)c(-n2c(N)cc(=O)n(Cc3ccccc3)c2=O)c1
  3%	-6%	-1%	9%	4%	-9%	0%	0	-1%	-3%	-2%
> Cc1ccc(OCC(=O)NC2CCS(=O)(=O)C2)c(C)c1 (centres undefined)
  3%	-14%	2%	-3%	-3%	-2%	5%	1	6%	-3%	1%
> CCN(CC)C(=S)NC(=O)c1cccnc1
  -9%	-4%	2.5µM*	1%	4%	-5%	0%	0	-12%	5.6µM*	-1%
> COc1ccc(N(C)S(=O)(=O)c2cccc(C(=O)N(C)Cc3ccc(C)o3)c2)cc1
  -1%	0%	-9%	2%	-5%	0%	-6%	30	6%	-11%	-1%
> N=c1c(C(=O)NCc2ccco2)cc2c(=O)n3ccccc3nc2n1C1CCCC1
  -2%	-10%	0%	1%	0%	-21%	2%	29	-3%	0%	3%
> Cc1cc(C)cc(NC(=O)C2C3C=CC(O3)C2C(=O)O)c1 (centres undefined)
  -2%	10%	nt	4%	nt	20%	0%	3	5%	nt	3%
> NC(=O)c1cc(Br)cc(C2CCCCC2)c1O
  -16%	5%	26%	-5%	2%	-34%	-2%	8	-13%	-14%	7%
> O=S(=O)(NCc1ccc2c(c1)OCO2)c1ccc(F)c(F)c1
  -5%	-13%	nt	5%	nt	4%	-1%	3	3%	nt	0%
> CCOc1ccc(CCNC(=O)C2CCCN(S(=O)(=O)c3c(C)n[nH]c3C)C2)cc1OCC (centres undefined)
  -1%	-2%	42%	-9%	-9%	-20%	-5%	-2	3%	-9%	1%
> Cc1cccc(NN=C2c3ccccc3-c3ccccc32)c1
  18%	?	16%	3%	7%	-56%	-1%	3	?	12%	3%
> C=CCNC(=S)Nc1sc2c(c1C(=O)OCC)CC(C(C)C)OC2 (centres undefined)
  -3%	?	5µM*	2%	0%	-37%	-4%	13	5%	4.5µM*	-3%
> O=C(CCn1c(=O)sc2ccccc21)NC1CCCCC1
  5%	0%	23%	11%	28%	77%	11%	3	-6%	26%	1%
> COc1ccc(C2=NN(C(=O)CN3CCOCC3)C(c3nc4ccccc4[nH]3)C2)cc1 (centres undefined)
  11%	?	?	?	26%	-3%	?	1	15µM*	1%	1%
> CCN(C1CCS(=O)(=O)C1)S(=O)(=O)c1ccc(Cl)s1 (centres undefined)
  1%	3%	nt	1%	-9%	-7%	2%	0	2%	nt	-4%
> O=C(NCCOC(=O)c1ccc([N+](=O)[O-])cc1)c1cccnc1
  -5%	7%	-7%	-7%	-2%	-13%	2%	0	-1%	-3%[10 µM]	0%
> O=C1C2C3CC(C(Br)C3Br)C2C(=O)N1c1ccccn1 (centres undefined)
  2%	-5%	-6%	1%	3%	-20%	-1%	1	13%	-5%	-1%
> CN(C)CCCn1c2c(c(SCC(=O)Nc3cccc4ccccc34)nc1=O)CCCC2
  0%	12%	nt	-3%	-8%	-39%	9%	1	-2%	nt	-10%
> OCCc1c[nH]c2ccccc12
  1%	19%	-2%	-7%	nt	?	5%	0	-1%	-8%	-6%
> COc1cc(NS(=O)(=O)c2ccc(NC(=S)NC(=O)COc3ccccc3OC)cc2)nc(OC)n1
  -5%	-5%	12%	-3%	3%	8%	-1%	-3	?	-8%	-1%
> CCOC(=O)NC(CC(=O)O)c1ccc(OC)cc1 (centres undefined)
  2%	8%	16%	0%	-2%	-3%	2%	3	4%	-1%	0%
> CCCCc1nc2cc(C(=O)N3CCNC(=O)C3)ccc2o1
  -3%	?	14%	2%	17%	1%	2%	2	-3%	18%	2%
> CCOC(=O)[C@H](CCc1ccccc1)N[C@@H](C)C(=O)N1C(C(=O)O)C[C@@H]2CCC[C@@H]21 (some centres undefined)
  -6%	11%	nt	-4%	6%	2%	1%	5	1%	nt	-2%
> S=C(NCc1cccs1)Nc1cccc2ccccc12
  9%	2%	3.5µM*	7%	17%	0%	-3%	?	-14%	?	-4%
> Cc1ccccc1-c1nn2c(-c3ccccc3)nnc2s1
  17%	?	-10%[10 µM]	0%	0%	12%	-4%	-1	?	1%	-1%
> CC(=O)N1c2ccc(S(=O)(=O)N3CCC(C(=O)Nc4cc(C)cc(C)c4)CC3)cc2CC1C (centres undefined)
  0%	1%	31%	-2%	7%	-14%	-5%	0	8%	2%	-2%
> CCc1cc(=O)oc2cc(OCC(=O)NCCCn3ccnc3)ccc12
  1%	-10%	-18%	18%	8%	17%	0%	3	-1%	-9%	0%
> CCS(=O)(=O)N1CCC(C(=O)Oc2ccccc2OC)CC1
  3%	0%	-12%	7%	14%	0%	0%	2	1%	3%	-1%

The closing five compounds of the section before are carried over, then new ones follow.
Each structure is followed by: NPC1 promoter act	ELG1 repair inh	RORg inh	Rab9 prom act	p53 reactivation	BRCA1 expr up	ELG1 genotox	TRPV1 ag	FLuc counter	Gal4-VP16 FLuc	Tb PFK block
> S=C(NCc1cccs1)Nc1cccc2ccccc12
  9%	2%	3.5µM*	7%	17%	0%	-3%	?	-14%	?	-4%
> Cc1ccccc1-c1nn2c(-c3ccccc3)nnc2s1
  17%	?	-10%[10 µM]	0%	0%	12%	-4%	-1	?	1%	-1%
> CC(=O)N1c2ccc(S(=O)(=O)N3CCC(C(=O)Nc4cc(C)cc(C)c4)CC3)cc2CC1C (centres undefined)
  0%	1%	31%	-2%	7%	-14%	-5%	0	8%	2%	-2%
> CCc1cc(=O)oc2cc(OCC(=O)NCCCn3ccnc3)ccc12
  1%	-10%	-18%	18%	8%	17%	0%	3	-1%	-9%	0%
> CCS(=O)(=O)N1CCC(C(=O)Oc2ccccc2OC)CC1
  3%	0%	-12%	7%	14%	0%	0%	2	1%	3%	-1%
> CCOc1ccccc1N(CC(=O)NCCSc1ccccc1)S(C)(=O)=O
  1%	-10%	3%	-2%	-2%	-5%	-4%	1	-10%	0%	0%
> O=C(c1cccc2ccccc12)N1CCN(c2ccccc2F)CC1
  1%	-12%	-14%	2%	-26%	-2%	-7%	27	-1%	-8%	-1%
> CC(C)CCN1C(=O)c2ccc(C(=O)Nc3ccc(Br)cc3C(=O)O)cc2C1=O
  -6%	-3%	6%	0%	-1%	-4%	3%	2	?	-6%	-3%
> CC(C)(O)C#Cc1ccc(CN2CCC(n3nccc3NC(=O)C3CC3)CC2)cc1
  0%	-5%	0%	2%	16%	13%	-1%	0	3%	13%	2%
> Cc1ccc(-c2nnn(CC(=O)N(Cc3cccs3)C(C(=O)NC3CCCC3)c3ccncc3)n2)cc1 (centres undefined)
  -3%	?	?	-6%	-3%	-72%	5%	2	0%	26%	13%
> Cc1cc(C(=O)N/N=C\c2cc(C(C)(C)C)ccc2O)n[nH]1
  -31%[inhibitor]	-1%	2.2µM*	-29%	?	-26%	?	29	24µM*	5.6µM*	2%
